KCC2 mod – KCC2 cotransporter modulators, thallium flux, primary screen, cell-based, HEK293 KCC2, FluoZin-2 fluorescence, MLSMR; hit rate 2.2% among 190,000; Solute carrier family 12 member 5 (Homo sapiens), Q9H2X9; KCC2 cells, thallium flux FluoZin-2 fluorescence; B-score of Tl+ flux slope (higher = more flux/activation; lower = inhibition) at 10 µM;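 active = thallium flux slope and its plate-corrected score both differing from the plate sample mean at a set confidence after two filtering rounds, in either direction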;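 also: slope of fluorescence scaled to starting intensity during 10 to 20 s after thallium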
TNF necrop inh – inhibitors of TNF-alpha triggered necroptosis, primary screen, cell-based, Jurkat FADD-/-, single concentration. Jurkat FADD-/- TNF necroptosis rescue, ATP luminescence, 24 h; 0 = TNF only, 100 = no-TNF cells. activation (protection from cell death), % at 10 µM. hit rate 0.068% among 220,000. AID 463075, 2010;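 active = activation, meaning protection from cell death, of at least 50% relative to plate controls; inactive = activation below 50%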;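 also: necroptosis triggered by 40 ng/mL TNF-alpha added together with compound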
thrombin 1536 – human alpha-thrombin inhibitors, primary screen, counter-screen for coagulation protease inhibitor project, biochemical, 1536-well, fluorogenic AMC substrate | Prothrombin (Homo sapiens), P00734 | inhibition, % at 5 µM | Boc-VPR-AMC fluorogenic substrate cleavage | hit rate 0.26% among 220,000;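 active = inhibition at or above 40%; inactive = inhibition below 40%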;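 also: 0% = enzyme with no compound and 100% = wells without enzyme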
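System: Human alpha-thrombin protein | Medium: pH 7.5 Tris (50 mM) with NaCl 150 mM, Tween 20 0.05% | Times: Enzyme reaction carried out at room temperature | Detection: AMC fluorescence, 355/460 nm | Evaluation: Percent inhibition scaled between no-compound controls and no-enzyme blanks | Benchmarks: Enzyme without compound as high, wells lacking enzyme as low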
KLK5 inh – human KLK5 protease inhibitors, primary screen, biochemical, 1536-well; inhibition, % at 5 µM; recombinant hK5, fluorogenic AMC substrate cleavage; hit rate 0.59% among 210,000; Kallikrein-5 (Homo sapiens), Q9Y337;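 active = inhibition of 40% or more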;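 also: 0% = enzyme controls without compound and 100% = no-enzyme blanks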
Target sequence (Q9Y337 67-293 limits assumed): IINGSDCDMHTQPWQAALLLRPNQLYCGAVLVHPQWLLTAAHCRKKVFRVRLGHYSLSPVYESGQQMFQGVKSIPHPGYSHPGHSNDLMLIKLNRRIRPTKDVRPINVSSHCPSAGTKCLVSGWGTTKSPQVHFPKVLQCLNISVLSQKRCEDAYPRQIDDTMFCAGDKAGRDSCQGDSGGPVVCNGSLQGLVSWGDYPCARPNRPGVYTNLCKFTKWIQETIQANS
FXIIa inh – human FXIIa protease inhibitors, primary screen, biochemical, 1536-well; Coagulation factor XII (Homo sapiens), P00748; inhibition, % at 5 µM; AID 800, 2007; purified FXIIa, Boc-QGR-AMC fluorogenic substrate, 2 h; hit rate 0.3% among 220,000; in the data active = inhibition above about 40%;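 also: 0% = enzyme with no compound and 100% = blank without enzyme; many of its hits are not listed in these tables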
Target sequence (P00748 20-372 limits assumed): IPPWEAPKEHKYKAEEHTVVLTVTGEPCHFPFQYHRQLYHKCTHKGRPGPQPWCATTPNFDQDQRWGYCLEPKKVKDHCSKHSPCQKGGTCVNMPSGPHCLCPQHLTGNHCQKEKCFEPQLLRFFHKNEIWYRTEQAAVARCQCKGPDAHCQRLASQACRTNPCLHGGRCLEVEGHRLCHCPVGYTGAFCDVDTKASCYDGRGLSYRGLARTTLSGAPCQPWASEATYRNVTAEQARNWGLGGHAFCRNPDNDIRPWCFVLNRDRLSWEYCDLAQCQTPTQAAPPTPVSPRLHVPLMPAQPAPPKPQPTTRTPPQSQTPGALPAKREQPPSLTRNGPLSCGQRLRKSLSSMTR
Target sequence (P00748 373-615 limits assumed): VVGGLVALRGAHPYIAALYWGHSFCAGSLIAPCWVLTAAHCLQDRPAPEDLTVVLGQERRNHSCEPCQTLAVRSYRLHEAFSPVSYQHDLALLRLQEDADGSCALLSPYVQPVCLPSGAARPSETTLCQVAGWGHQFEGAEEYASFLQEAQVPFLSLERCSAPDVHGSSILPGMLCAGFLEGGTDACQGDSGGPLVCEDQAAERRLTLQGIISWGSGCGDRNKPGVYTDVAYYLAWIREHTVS
FXIa inh 1536 – human FXIa protease inhibitors, primary screen, biochemical, 1536-well; Coagulation factor XI (Homo sapiens), P03951; purified FXIa, Boc-Glu-Ala-Arg-AMC fluorogenic substrate; inhibition, % at 5 µM; hit rate 0.14% among 220,000;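 active = inhibition of at least 40%; inactive = inhibition below 40%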;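 also: fluorescence of freed AMC excited at 355 nm; 0% = enzyme without compound and 100% = no enzyme blank; many of its hits are not listed in these tables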
Hck-Nef inh – inhibitors of Nef-activated human Hck kinase, primary screen, biochemical, Z-Lyte FRET, 384-well, Hck-YEEI. Tyrosine-protein kinase HCK (Homo sapiens), P08631. Recombinant Hck-YEEI plus Nef, Z-Lyte FRET kinase assay. hit rate 0.68% among 220,000. AID 463187, 2010. inhibition, % at 20 µM;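 active = Hck-Nef kinase inhibition above about 50%, limit read from the data; inactive = inhibition below that limit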;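 also: 0% = DMSO with Hck plus Nef and 100% = Hck alone without Nef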
L929 necroptosis – inhibitors of zVAD-triggered necroptosis, primary screen, L929 cells. hit rate 0.38% among 220,000. viability rescue, % at 10 µM. L929 zVAD necroptosis rescue, ATP luminescence, 24 h; with zVAD 60 µM. AID 1377, 2008;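 active = activation, scaled between plate controls, above about 75%, limit read from the data; inactive = activation under that limit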;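 also: 0% = zVAD with DMSO and 100% = DMSO alone without zVAD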
Rad51 HR inh – human RAD51 strand exchange inhibitors, primary screen, biochemical, fluorescence; DNA repair protein RAD51 homolog 1 (Homo sapiens), Q06609; hRad51 DNA strand exchange, fluorescence dequenching; inhibition, % at 10 µM; hit rate 0.085% among 200,000; AID 1385, 2008;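 active = inhibition above 40% at the single screening dose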;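 also: 0% = DMSO control wells and 100% = blanks with heterologous ssDNA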
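Test system – preformed human Rad51 ssDNA filaments · Reagent – Donor/quencher-labelled 47-bp dsDNA substrate · Incubation – 37 °C 15-min filament assembly, 30-min compound preincubation, 15-min exchange · Signal – FRET fluorescence dequenching, excitation 485 nm, emission 520 nm · Read-out – percent inhibition from fluorescence, normalised to plate control and blank means · Benchmarks – plate control and blank wells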
Numbers without * were called inactive; i = inactive; / = not tested or not shown. Not all compounds are listed (hit frequency here may not be typical).

SMILES	KCC2 mod	TNF necrop inh	thrombin 1536	KLK5 inh	FXIIa inh	FXIa inh 1536	Hck-Nef inh	L929 necroptosis	Rad51 HR inh
CCN(CC)Cc1c(-c2ccccc2)[nH]c2ccc(C)cc2c1=O	0.43	-0.6	11	-17	-10	-12	-20	-1.3	-5
CCOC(=O)c1cn(CC(=O)Nc2ccc(CC)cc2)nn1	/	-0.1	-2	5	11	-22	1	4.5	-1
CCO/N=C(\N)c1[nH]ncc1Br	-0.36	4.0	-8	-7	-2	-5	-5	0.1	3
COCCCNC(=O)CC(=O)N/N=C\c1ccc(SC)cc1	1.7	-0.7	-2	-4	4	-2	7	0.3	-25
CCOC(=O)/C(C#N)=C/c1cn(CCC(=O)O)nc1-c1ccc(Br)cc1	-0.71	-1.4	-2	1	6	0	20	1.2	/
COC(=O)[C@H](CCSC)NC(=O)NCCc1ccccc1F	-0.062	1.6	3	8	16	-13	-2	0.5	0
COc1cccc(N/N=C/c2cccc(Br)c2O)c1	0.093	1.9	-3	2	3	1	19	0.9	6
Cc1ccccc1NC(=O)CCCSc1nc2ccccc2s1	-1.8	0.0	17	11	4	5	1	0.1	9
O=C(Nc1cccc(-c2cc3ccccc3oc2=O)c1)c1ccc(Br)o1	-0.095	-0.3	2	-10	13	6	9	-0.1	-1
Cc1ccc2nc(SCC(=O)Nc3ccc4c(c3)CCC4)[nH]c2c1	-0.019	4.6	0	-10	15	2	4	/	4
O=C(N/C(=C/c1ccc2c(c1)OCO2)C(=O)N1CCOCC1)c1cccs1	1.5	-1.9	6	-6	19	3	-1	-0.1	-2
Cc1ccc(C(=O)CSc2nnc(COc3cccc(C)c3)o2)cc1	/	-2.6	-6	-2	3	-2	1	0.5	2
CCOc1cc2[nH]c(=O)n(Cc3ccc(C(=O)NCCOC)cc3)c(=O)c2cc1OCC	-1.1	0.1	-13	-6	20	6	-2	1.4	/
CCn1c(SCc2cccc(C)c2)nnc1-c1ccccc1	-0.86	-0.9	2	-5	2	-2	1	-0.2	0
Nc1nc(-c2ccc(Cl)cc2Cl)cn1N	0.011	-2.9	-13	-38	-15	-13	0	0.0	-5
CC(C)[C@H](NC(N)=O)C(=O)Nc1ccc(Oc2ccccc2)cc1	0.51	2.5	14	1	3	-2	21	-0.5	-1
CC(C)(C)NC(=O)NC(=O)CN1CCCc2ccccc21	-0.0066	-0.3	-1	/	10	2	7	-0.1	/
COc1ccc(N(Cc2ccccc2)S(=O)(=O)c2ccc(C)cc2)cc1	0.42	-2.1	/	-2	7	2	16	0.7	6
Cc1ccc(CCN2CC(C(=O)NCCCN3CCOCC3)CC2=O)cc1 (stereo not drawn)	0.039	-0.4	-3	-11	0	-12	-1	0.1	3
CC(C)NC(=O)CSc1nnc(-c2ccc3ncccc3c2)n1C	1	-0.5	1	3	8	2	18	1.4	-7
COc1ccc(Cc2noc(-c3ccc(C)cc3)n2)cc1	/	1.1	-4	13	9	-3	1	0.5	4
Cc1ccc(NS(=O)(=O)c2ccc(OCC(=O)NCc3ccncc3)cc2)cc1	0.56	-5.2	-15	-6	14	7	2	-0.2	6
COc1ccc(N2CCN(C(CNC(=O)C(=O)NCCc3c[nH]c4ccccc34)c3ccco3)CC2)cc1 (stereo not drawn)	0.21	0.6	-7	-15	16	3	2	0.1	6
Fc1cnc(N2CCc3ccccc32)nc1N1CCc2ccccc21	0.38	1.5	4	-8	10	4	0	0.3	-2
C/C(=N\NC(=O)Cc1ccc(F)cc1)c1ccc(O)cc1	0.66	-1.6	-1	-2	7	2	22	1.2	3

Two entries from above, with two lines to a compound:
Second line of a record – KCC2 mod	TNF necrop inh	thrombin 1536	KLK5 inh	FXIIa inh	FXIa inh 1536	Hck-Nef inh	L929 necroptosis	Rad51 HR inh
- COc1ccc(Cc2noc(-c3ccc(C)cc3)n2)cc1
    /	1.1	-4	13	9	-3	1	0.5	4
- Cc1ccc(NS(=O)(=O)c2ccc(OCC(=O)NCc3ccncc3)cc2)cc1
    0.56	-5.2	-15	-6	14	7	2	-0.2	6

Continuation:
SMILES	KCC2 mod	TNF necrop inh	thrombin 1536	KLK5 inh	FXIIa inh	FXIa inh 1536	Hck-Nef inh	L929 necroptosis	Rad51 HR inh
CCc1ccc(Oc2cc(Cl)nc(N)n2)cc1	-0.17	0.6	-3	-12	7	4	5	0.5	1
CCCCCn1c(NC2CCCCC2)nc2c1c(=O)[nH]c(=O)n2C	-0.99	-0.6	12	10	20	22	31	-0.7	-7
CCN(CC)CCCN1C(=O)C(O)=C(C(=O)c2cc3ccccc3o2)C1c1ccccn1 (stereo not drawn)	-0.003	0.3	11	26	11	10	0	0.0	-13
COC(=O)c1cc2c(ccn2-c2ccc(F)cc2)n1Cc1ccc(OC(C)=O)cc1	-0.33	1.5	3	-16	16	8	0	0.8	6
Cc1cccc(OCC(=O)N2CCC(N3CCOCC3)CC2)c1	/	-0.5	4	-11	14	7	1	0.7	8
O=C1NC(=NCc2ccccc2)S/C1=C/c1ccc(O)cc1	-3.4	3.3	3	1	11	6	15	-0.1	/
CC(C)c1nc(SCC(=O)c2c[nH]c3ccccc23)n[nH]1	-0.2	-1.6	-2	-7	-3	-3	1	1.5	-20
O=C(O)Cc1ccc(-n2cccc2)cc1	1.1	0.0	0	-8	3	3	36	1.6	-3
COCCn1nnnc1C(c1ccc(OC)c(OC)c1)N1CCc2ccccc21 (stereo not drawn)	-0.068	0.0	-9	-18	9	-1	2	-0.1	-3
CCC1=C(OC(=O)N(CC)CC)N2C(=O)OC(=NCC(=O)OC)[C@]2(C)[C@H]2C1=CC[C@H]1C(=O)N(CC)C(=O)[C@H]12	0.56	0.3	-3	1	7	-1	28	-0.1	3
O=C(CSc1nnc(SCc2ccccc2)s1)N/N=C/C=C/c1ccccc1[N+](=O)[O-]	-1.1	-0.7	-4	-1	6	-2	-2	0.5	-19
c1ccc(Nc2nc(-c3cccnc3)cs2)nc1	/	-2.2	4	-6	17	3	1	1.9	8
Cc1ccccc1NC(=S)N(CCN1CCCCC1)Cc1ccco1	1.5	0.2	-2	2	10	-1	-12	-0.4	-8
COc1ccc(CC2(CO)CCN(Cc3ccc4c(c3)CCO4)CC2)cc1	-0.11	2.6	-3	/	9	0	7	-0.3	/
O=C(COC(=O)c1nc(Cl)ccc1Cl)Nc1ccccc1OC(F)F	0.19	-0.4	1	5	10	0	7	2.1	-2
Cc1cc(SCC(=O)N/N=C/c2ccc(O)c(O)c2O)c(C)cc1Br	-0.77	-12	-9	i	-13	-7	1	0.6	-10
O=C(OCc1nc2ccccc2[n+]([O-])c1C(=O)c1ccccc1)c1cccnc1	0.13	1.6	-11	0	4	-2	26	-0.1	/
CCCCCCOc1ccc(OCC(O)CN2C(=O)NC(C)(C)C2=O)cc1 (stereo not drawn)	1.2	-2.7	3	-9	-4	16	0	-0.1	-2
c1ccc(-c2nnn(C34CC5CC(CC(C5)C3)C4)n2)cc1	-0.33	-1.2	3	-20	14	4	-1	0.0	-7
COc1ccc(OCC(=O)Nn2c(-c3ccc(OC)cc3)nc3ccccc3c2=O)cc1	0.93	1.1	-9	2	2	-14	1	-0.3	-9
C=CCn1c(SCC(=O)NCc2ccco2)nc2sc3c(c2c1=O)CCCCC3	0.57	-1.4	/	/	/	/	-3	-1.1	/
O=C(C/C=N/OCc1ccc(Cl)cc1Cl)c1ccccc1	0.42	-3.3	0	5	7	14	3	0.3	-3
Nc1cc(N2CCCCC2)c([N+](=O)[O-])cc1Cl	-0.65	1.5	1	-5	9	8	6	0.9	/
CC(=O)N1CCc2cc(N=NC3=C(O)CCCC3=O)ccc21	/	-2.6	-4	5	2	-2	18	-0.5	-1
CC(=O)Oc1ccc2c(=O)c(-c3nc4ccccc4s3)coc2c1	0.55	-2.4	2	-2	9	4	45	-1.2	6

(list continues)
SMILES	KCC2 mod	TNF necrop inh	thrombin 1536	KLK5 inh	FXIIa inh	FXIa inh 1536	Hck-Nef inh	L929 necroptosis	Rad51 HR inh
O=C1NC(=S)SC1=C1CCCC1	18*	-0.1	-7	-39	-2	0	-19	0.6	-27
CCOc1ccc(NC(=O)CNC(=O)c2cn(-c3ccccc3OC)c(=O)c3ccccc23)cc1	0.41	-2.0	-7	3	-9	-10	1	0.2	0
N#C/C(C(=O)N1CCOCC1)=c1/s/c(=C\c2ccccn2)c(=O)n1-c1ccccc1	-0.058	1.4	1	-5	/	-6	-9	3.8	5
C/C(=N\NC(=O)CSCc1ccc([N+](=O)[O-])cc1)c1cccc(Br)c1	-0.056	8.5	4	-2	14	6	-13	/	/
O=C(NCc1ccco1)c1c[nH]c2ccc(S(=O)(=O)N3CCOCC3)cc2c1=O	0.61	-1.6	74*	-27	12	-10	-1	1.1	1
CCOC(=O)N1CCN(C(=O)CSc2cc(C)nc3c(-c4ccccc4OC)c(C)nn23)CC1	-0.35	-1.4	-4	1	7	0	0	-0.3	6
O=C1c2ccccc2C(=Nc2ccccc2)C1c1cccc(Br)c1 (stereo not drawn)	-0.61	-5.0	9	-3	11	4	1	-0.3	-4
Cc1ccc(S(=O)(=O)NCC(=O)N(c2ccccc2)C(C(=O)NCc2ccccc2)c2ccco2)cc1 (stereo not drawn)	-1.8	2.4	1	-13	13	7	3	0.3	/
O=C(NC(=S)NC(c1ccccc1)c1ccncc1)c1ccccc1 (stereo not drawn)	-2.3	-4.6	0	-8	4	8	3	-1.6	9
COc1ccc(OC)c(CNC(=O)CCN2C(=O)COc3ccccc32)c1	0.11	0.0	-3	-1	16	5	2	0.6	-5
CCN(C(=O)CSc1nnc(Cn2nnc3ccccc32)o1)c1nc(C)cs1	-0.47	-0.7	2	-5	22	10	5	-0.6	/
Cc1ccc2nsnc2c1NC(=O)CCc1ccccc1	0.9	2.4	-3	-26	11	5	4	0.3	/
COc1ccc(NC(=O)CN2CCN(S(=O)(=O)c3ccc(Cl)cc3)CC2)cc1	0.56	2.4	-4	-10	-8	0	0	0.2	-4
COc1nc(N=C(N)N)nc2ccc(C)cc12	0.33	4.1	-13	-8	4	15	0	-0.6	-4
Cc1ccc(C(=O)COc2nc(C)cc(C)c2C#N)cc1	-1.8	0.0	-5	8	9	2	-1	0.4	-7
CC(/C=C/c1ccccc1)=N\NC(=O)c1ccncc1	0.73	1.4	-1	-35	10	9	-1	0.8	-4
Cc1cc(C)nc(-n2nc(C)cc2NC(=O)c2ccc(Br)o2)n1	-0.44	0.5	/	/	/	/	1	82*	/
NC(=O)[C@@H]1CCCNc2c(I)cc([N+](=O)[O-])cc2C(=O)N[C@@H](Cc2ccccc2)C(=O)N[C@@H](Cc2cnc[nH]2)C(=O)N1	-0.024	1.6	-3	-11	16	6	-5	4.5	-5

Bioassay records: PubChem BioAssay, several laboratories
